Source: PubChem BioAssay
GLS inh – qHTS for Inhibitors of Glutaminase (GLS). AID 624170, 2012. 0.21% of 410,000 active. Potency, µM (series often up to 45.5 µM), for the others: at the highest dose activity change, negative = inhibition, usual class: inhibitors. GLS enzymatic activity, qHTS titration. Glutaminase kidney isoform, mitochondrial (Homo sapiens), O94925; also: potency is read from the fitted curve at half-maximal effect; % is scaled to controls: 0 for no effect and ±100 for the full control effect
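Read-out is an Amplex red fluorescence increase coupled through glutamate oxidase and HRP, measured before and after 30 min room-temperature incubation. hKGA is in 45 mM KH2PO4 (pH 8.2) with 0.02% Tween-20; glutamine added as 1mM solution.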
BAZ2B block – qHTS Assay for Inhibitors of BAZ2B; Potency, µM (highest dose often 114 µM), inactives show at the highest dose activity change, negative = inhibition, usual class: inhibitors; 4.4% of 360,000 active; AlphaScreen BAZ2B-H3K14Ac peptide displacement; also: potency is read from the fitted curve at half-maximal effect; % is scaled to controls: 0 for no effect and ±100 for the full control effect; nearly all actives have a fitted effect of over 60% in size
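BAZ2B (50 nM) with biotin-H3(5-23)K14Ac peptide (50 nM) in PBS pH 7.4, 0.01% Tween-20, preformed 30 min, then compound 30 min at room temperature; top concentration 110uM. AlphaScreen streptavidin donor/nickel chelate acceptor beads (10 ug/mL final), 20 min dark, signal read.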
ERG-DNA inh – qHTS for Small Molecule Inhibitors of the ERG Ets/DNA interaction; Transcriptional regulator ERG (Homo sapiens), P11308; fluorescence polarization, His-ERG Ets domain / labelled DNA; Potency, µM (series often up to 76.9 µM), without a hit: top-dose FP activity, negative = inhibition, actives largely listed as inhibitors; 0.028% of 370,000 active; active = well fitted inhibition curve with a large enough effect in the polarisation, with a control signal flat; inconclusive = small, poorly fitted or top-dose-only effect, or effect the other way, or a change in a side signal; inactive = no such curve, though single readings can be large or run the other way; the % refers to the polarisation;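 also: polarization taken with two DNA probes labelled with fluorescein and Texas red; potency is read from the fitted curve at half-maximal effect; % of control where 0% means no effect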
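His-tagged ERG Ets domain (1 uM in the protein solution; 300mM KCl, 50mM Tris-HCl, 1mM EDTA, 1mM DTT, pH 7.5) received compound, then a probe mix of 5 nM fluorescein-DNA and 100nM Texas-615-DNA. Fluorescence polarization was read for both dyes.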
JMJD2A Tudor – qHTS Assay for Inhibitors of JMJD2A-Tudor Domain; AID 504339, 2011; AlphaScreen JMJD2A-Tudor / H3K4me3 peptide binding; 4.4% of 390,000 active; Lysine-specific demethylase 4A (Homo sapiens), O75164; Potency, µM (highest dose often 114 µM), inactives show top-dose activity change, negative = inhibition, usual class: inhibitors; also: potency is read from the fitted curve at half-maximal effect; % is scaled to controls: 0 for no effect and ±100 for the full control effect; nearly all actives have a fitted effect of over 50% in size
PGK inhibitor – qHTS Assay to Find Inhibitors of Phosphoglycerate Kinase; 0.043% of 380,000 active; Potency, µM (top dose mostly 57.5 µM), for inactives: top-dose activity change, negative = inhibition, hits mostly inhibitors; PGK/GAPDH coupled, Kinase-Glo luminescence, 60 min; AID 602233, 2012; Phosphoglycerate kinase, glycosomal (Trypanosoma brucei brucei), P07378; also: potency is read from the fitted curve at half-maximal effect; % is scaled to controls: 0 for no effect and ±100 for the full control effect; nearly all actives have a fitted effect of over 60% in size
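Luminescent ATP detection (Kinase-Glo Plus) follows a 60-minute room-temperature incubation, with wells lacking PGK as controls. Buffer: 100 mM TEA (pH 7.6), 5 mM MgCl2, 0.01% Tween-20. Coupling enzyme GAPDH (100 nM final) supplies unstable 1,3-BPG in-well.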
G9a block – qHTS Assay for Inhibitors of Histone Lysine Methyltransferase G9a. G9a H3K9 monomethylation, AlphaScreen, 2 h. Potency, µM (titrated, usually from 102 µM), for inactives: at the top dose activity, negative = inhibition, most hits filed as inhibitors. 8.8% of 350,000 active; also: potency is read from the fitted curve at half-maximal effect; % is scaled to controls: 0 for no effect and ±100 for the full control effect; nearly all actives have a fitted effect of over 75% in size
Target sequence (Q96KQ7 913-1193 limits assumed): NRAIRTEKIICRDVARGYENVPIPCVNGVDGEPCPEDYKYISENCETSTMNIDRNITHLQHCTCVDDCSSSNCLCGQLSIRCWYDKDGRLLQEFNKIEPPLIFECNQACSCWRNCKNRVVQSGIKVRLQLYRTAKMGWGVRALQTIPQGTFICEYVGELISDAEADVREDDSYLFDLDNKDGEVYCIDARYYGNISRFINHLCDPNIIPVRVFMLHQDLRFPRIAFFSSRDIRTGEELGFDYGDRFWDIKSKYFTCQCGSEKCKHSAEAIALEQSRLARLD
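Compounds were preincubated with 20 nM G9a for 15 min, after which biotinylated H3K9 peptide (500 nM) and SAM (20 uM) started a 2 h room-temperature reaction. Monomethylated product was quantified by antibody-based AlphaScreen chemiluminescence.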
PI4K2A inh – qHTS for small molecular inhibitors of PI4K2A. purified PI4K2A, ADP-Glo luminescence, 1 h; active compounds read low. activity change, negative = inhibition, % at 76.9 µM. 0.13% of 420,000 active; in the data active = activity change below about -50%; inconclusive = mostly about -30% to -49%;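 also: -100% = wells without enzyme as full effect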
Target sequence (Q9BTU6 whole entry, looked up): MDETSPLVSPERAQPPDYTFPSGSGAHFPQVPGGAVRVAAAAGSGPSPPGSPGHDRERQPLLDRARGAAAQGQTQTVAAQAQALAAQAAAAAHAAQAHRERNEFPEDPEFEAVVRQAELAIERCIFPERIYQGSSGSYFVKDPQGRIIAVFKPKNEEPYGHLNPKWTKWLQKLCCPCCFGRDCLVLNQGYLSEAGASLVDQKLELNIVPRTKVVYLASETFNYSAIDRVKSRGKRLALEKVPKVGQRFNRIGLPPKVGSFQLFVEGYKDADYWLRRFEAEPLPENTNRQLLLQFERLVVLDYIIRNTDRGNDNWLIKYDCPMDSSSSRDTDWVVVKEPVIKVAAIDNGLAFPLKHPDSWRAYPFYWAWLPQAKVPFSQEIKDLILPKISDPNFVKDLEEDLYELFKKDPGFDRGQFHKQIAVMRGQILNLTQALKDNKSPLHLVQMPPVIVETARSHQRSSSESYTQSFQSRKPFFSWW
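Compounds are screened against recombinant PI4K2A using PI as substrate and ATP, the latter dispensed at 300 microM. Reactions run one hour at ambient temperature before ADP-Glo detection; full inhibition defined by wells lacking enzyme.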
Pin1 inh – qHTS Assay to Find Inhibitors of Pin1. Peptidyl-prolyl cis-trans isomerase NIMA-interacting 1 (Homo sapiens), Q13526. Pin1 FP peptide displacement, HiFluor488, 10 min. Potency, µM (series often up to 115 µM), for inactives: at the top dose activity, negative = inhibition, actives largely listed as inhibitors. 0.009% of 390,000 active; active = well fitted inhibition curve with a large enough effect in the polarisation, with a control signal flat, not every such curve was filed as active; inconclusive = small, poorly fitted or top-dose-only effect, or effect the other way, or a change in a side signal; inactive = no such curve, though single readings can be large or run the other way; the % refers to the polarisation; also: potency is read from the fitted curve at half-maximal effect; % is scaled to controls: 0 for no effect and ±100 for the full control effect
Target sequence (Q13526 whole entry, looked up): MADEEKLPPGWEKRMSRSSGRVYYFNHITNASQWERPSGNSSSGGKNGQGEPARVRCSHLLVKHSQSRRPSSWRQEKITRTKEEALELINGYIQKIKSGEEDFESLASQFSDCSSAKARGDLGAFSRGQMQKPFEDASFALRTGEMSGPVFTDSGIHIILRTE
HP1b binding inh – HTS for Inhibitors of HP1-beta Chromodomain Interactions with Methylated Histone Tails; AlphaScreen HP1-beta / biotin-H3K9me3 peptide binding; Potency, µM (highest dose often 114 µM), inactives show at the highest dose activity change, negative = inhibition, hits mostly inhibitors; 0.56% of 390,000 active; also: potency is read from the fitted curve at half-maximal effect; nearly all actives have a fitted effect of over 70% in size; inactives centre near 23
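Compound inhibition of the preformed complex between 50 nM HP1-beta and 50 nM biotinylated H3K9me3 peptide was read by AlphaScreen. Buffer was PBS pH 7.4 with 0.01% Tween-20. Incubations ran 30 min at room temperature, with 10 ug/mL donor/acceptor beads.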
Starred values were filed as active, the others as inactive; i = inactive; u = inconclusive; x = not tested or not shown; [ ] = remark or other dose. Unless noted, calls follow the shape of the dose curve; as a rule, active = well fitted curve in the direction sought with a large enough effect; inconclusive = small, poorly fitted or top-dose-only effect, or another doubt; inactive = no such curve, though single readings can be large; an effect the other way counts as inactive or inconclusive. Rows were taken by chance; any-hit rate near 11%.

SMILES	GLS inh	BAZ2B block	ERG-DNA inh	JMJD2A Tudor	PGK inhibitor	G9a block	PI4K2A inh	Pin1 inh	HP1b binding inh
CC(C)CN(C(=O)c1ccc(=O)n(C)n1)c1nc2ccccc2s1	9%	-27%	1%	-9%	0%	-13%[12.7 µM]	-1	u	13%
N#Cc1c(-c2ccc(Br)cc2)nc2n(c1=O)CCCS2	-5%	2%	-7%	-15%	6%	5%	-2	7%	30%
Cc1cc2nc(CCN(C(=S)NCC(C)C)C3CCCC3)[nH]c2cc1C	-2%	-10%	x	u	x	-11%	1	2%	12%
Cn1c(=O)c2c(nc(N/N=C/c3cccnc3)n2Cc2ccc(F)cc2)n(C)c1=O	11%	6%	-3%	-19%	-7%	x	-2	-2%	23%
O=C(c1cc(C(=O)N2CCN(c3ccc(F)cc3)CC2)cc([N+](=O)[O-])c1)N1CCN(c2ccc(F)cc2)CC1	5%	-33%	4%	u	-4%	2%[0.501 µM]	-4	-5%	3%
CS(=O)(=O)n1nc(-c2ccc(Cl)cc2)nc1SCc1ccccc1	1%	2%	6%	1%	-6%	-5%[59 µM]	-2	-1%	12%
COc1cccc(/C=N/NC(=O)CNC(=O)C2COc3ccccc3O2)c1O (stereo unspecified)	10%	11%	-20%	-15%	-1%	22%[59 µM]	4	0%	41%[activator]
COCCCNC(=O)CSc1nc2cc3c(cc2c(=O)n1CCCCCC(=O)NCc1ccc(OC)cc1)OCO3	6%	-2%	-10%	-12%	1%	8%[59 µM]	9	3%	49%[activator]
C[C@@H]1C(c2ccc(F)cc2)=NN(c2ccc(Br)cc2)[C@H]1C(=O)N1CCOC1=O	-5%	x	7%	37%[activator]	12%	119%[activator][59 µM]	1	4%	124%[activator]
COc1ccc(NC(=O)[C@H](CCS(C)(=O)=O)N2Cc3ccccc3C2=O)c(OC)c1	18%	13%	-5%	-12%	0%	4%	-2	0%	26%
COC(=O)c1c(NC(=O)CSc2nnc3ccccn23)sc2c1CCC2	-4%	u	6%	-20%	-6%	20%[59 µM]	5	-2%	16%
COc1ccc(-c2csc(NC(=O)CN3C(=O)C4CCCCC4C3=O)n2)c(OC)c1 (stereo unspecified)	-11%	u	-4%	u	-6%	1%[0.501 µM]	-2	21%	-4%
COc1cccc(C(=O)C2CCCN(Cc3ccc(OC)c(Cn4cncn4)c3)C2)c1 (stereo unspecified)	-8%	-17%	1%	-7%	-2%	-34%	4	1%	4%
CCOC(=O)c1c(C)[nH]c(C)c1-c1ccccc1OC	9%	u	0%	-30%	4%	72%[activator][59 µM]	8	1%	-18%
C=Cc1ccc(Cn2nc(-c3ccc(C)c(S(=O)(=O)N(CC)CC)c3)ccc2=O)cc1	-4%	6%	2%	-11%	7%	7%[59 µM]	-1	1%	43%[activator]

Only JMJD2A Tudor, for two of the compounds above:
structure | JMJD2A Tudor
COc1ccc(-c2csc(NC(=O)CN3C(=O)C4CCCCC4C3=O)n2)c(OC)c1 (stereo unspecified) | u
COc1cccc(C(=O)C2CCCN(Cc3ccc(OC)c(Cn4cncn4)c3)C2)c1 (stereo unspecified) | -7%

Remaining list, next part.
SMILES	GLS inh	BAZ2B block	ERG-DNA inh	JMJD2A Tudor	PGK inhibitor	G9a block	PI4K2A inh	Pin1 inh	HP1b binding inh
O=C(Cc1ccccc1)Nc1ccnn1C1CCN(Cc2ccc(CO)o2)CC1	6%	-19%	-1%	-3%	7%	-16%	-2	5%	28%
COc1ccc(-c2nn(-c3ccccc3)cc2C(=O)Nc2cccc(S(=O)(=O)NC3=NCCC3)c2)cc1	-2%	x	-3%	-26%	1%	x	8	23%	10%
COc1ccc(Cn2c(=O)[nH]c3cc(C(=O)NCCCN4CCCCC4)ccc3c2=O)cc1	-28%	1%	10%	-11%	0%	-7%[2.33 µM]	1	7%	30%
O=C(c1cn(-c2ccccc2)nc1-c1cccnc1)N1CCCC(C(F)(F)F)C1 (stereo unspecified)	-1%	9%	0%	-2%	-1%	-2%	-5	-1%	33%
O=c1[nH]cc(S(=O)(=O)N2CCOCC2)c(=O)[nH]1	-6%	11%	3%	-12%	-2%	4%	0	-1%	43%
O=C(CSc1nnc(-c2ccccc2F)n1C1CCCCC1)N1CCCC1	6%	-2%	4%	-10%	4%	-6%	4	3%	21%
COc1ccccc1CCNC(=O)CCCn1nc(C)c2c(C)n(-c3ccc(C)cc3)nc2c1=O	-4%	-3%	7%	-2%	i	12%	1	2%	18%[57 µM]
CC(=O)Nc1ccc(S(=O)(=O)Oc2ccc(C=O)cc2)cc1	5%	13%	-10%	-1%	2%	-6%[59 µM]	-8	1%	20%
COc1cccc(C2C=C(c3ccc(C)c(C)c3)Nc3nnnn32)c1OC (stereo unspecified)	-8%	-1%	0%	-14%	-5%	-6%[59 µM]	1	1%	13%
COc1ccc(CCNC(=O)CN2C(=O)NC3(CCc4ccccc43)C2=O)cc1 (stereo unspecified)	-5%	-3%	-3%	-7%	-9%	13%[12.7 µM]	-3	-2%	52%[activator]
NC(=O)NOCc1ccccc1	2%	-12%	-12%	-2%	5%	51%	1	-1%	16%
Cn1c(=O)c2[nH]c(SCC(=O)c3ccc(F)cc3)nc2n(C)c1=O	1%	-3%	-18%	-8%	i	u	2	-9%	25%
CC1(CCc2ccccc2)NC(=S)N(c2ccc(Cl)cc2)N1 (stereo unspecified)	21%	79µM*	5%	u	1%	10µM*	-2	-4%	34%[activator]
COCCNC(=O)CN1C(=O)NC2(CCCc3cc(OC)ccc32)C1=O (stereo unspecified)	-10%	6%	-3%	0%	-5%	-11%[2.33 µM]	-8	-1%	25%
Cc1nc(NC(=O)CCl)sc1C(=O)N(C)C	3%	2%	1%	-3%	i	u	-4	-2%	40%[activator]
CCc1ccccc1Oc1ccc(S(=O)(=O)N2CCN(C)CC2)cn1	-9%	6%	50%[activator]	-16%	-4%	-27%	1	-7%	22%
O=C(O)c1ccc(C2Nc3ccccc3C(=O)N2Cc2ccccc2)cc1 (stereo unspecified)	-10%	-26%	4%	-7%	-7%	-2%	0	-1%	22%
Cc1cccc(C(C)C)c1NC(=O)COC(=O)Cc1ccsc1	0%	-1%	-2%	-1%	i	17%	2	-4%	35%
C/C(=N\NC(N)=S)C1C2C3CC4C5CC(C42)C1C53 (stereo unspecified)	-9%	-38%	22%	-10%	-1%	40µM*	2	0%	26%
COc1cc2c(cc1OC)CN(S(=O)(=O)/C=C/c1ccccc1)CC2	1%	-10%	-10%	-27%	-1%	u	1	2%	14%
NC(=O)N/N=C/c1ccc2cccc(OCc3ccccc3)c2n1	10%	-6%	-4%	-18%	-2%	x	3	-8%	10%
COc1ccc(NC(=O)NCCCN2CCN(c3ccccc3F)CC2)cc1	14%	3%	-5%	-5%	5%	x	1	-2%	17%
Cc1cc(C)c(C(=O)COC(=O)[C@H](C)Nc2ccc(C(F)(F)F)cc2[N+](=O)[O-])c(C)c1	1%	-31%	-1%	-29%	i	u	-6	12%	6%
CSc1nnc(-c2cc3c(-c4ccccc4)nn(C)c3s2)n1C	1%	u	3%	14%[11.4 µM]	i	2%	-1	1%	-8%
COCCCNC(=S)N/N=C/c1ccc2ccccc2c1	-10%	u	0%	-33%	-7%	50µM*	2	u	13%
CCOC(=O)N1CCN(CC(O)COc2ccc(C)c(C)c2)CC1 (stereo unspecified)	11%	3%	6%	-9%	2%	27%[2.33 µM]	-6	1%	28%
Cc1cccc2cc(CN(Cc3nnnn3Cc3ccccc3)C3CCCC3)c(=O)[nH]c12	-2%	-7%	x	-24%	i	u	-1	1%	24%
CC(C)COc1ccc(C(=O)Nc2scc(-c3ccc(Cl)cc3Cl)c2C(N)=O)cc1	-4%	-2%	-1%	-4%	-3%	-7%	7	-3%	21%
CCN(C[C@H]1N[C@@](C)(C(=O)OC)[C@H]2C(=O)N(C)C(=O)[C@@H]12)C(=O)Nc1ccccc1	2%	x	-3%	-12%	-7%	x	-4	1%	47%[activator]
COc1cccc(/C=C2\N=C(c3c(-c4ccccc4)noc3C)OC2=O)c1OC	12%	2%	x	-13%	x	4%	-2	1%	22%
COc1ccc(-c2nc(SCC(=O)NCc3nc4ccccc4n3C)n3[nH]c(=O)cc3n2)cc1	-9%	-27%	0%	-2%	-11%	39%[59 µM]	0	-1%	33%
COc1cccc(NC(=O)CSc2nnc(Cc3ccc(C)cc3)c(=O)n2N)c1	0%	-27%	5%	u	3%	0%	1	4%	9%
Cc1ccc(S(=O)(=O)N2C(=O)CCC2C(=O)N2CCN(C)CC2)cc1 (stereo unspecified)	4%	0%	6%	-15%	-10%	-17%[59 µM]	5	-3%	8%
O=C(N/C(=C/c1ccco1)C(=O)N1CCOCC1)c1ccccc1Br	-1%	-27%	-1%	-22%	-11%	-27%	0	u	30%
C=CCn1c(SCc2cc(=O)n3cc(C)ccc3n2)nnc1-c1cccc(C)c1	-2%	-6%	11%	-14%	i	-29%[59 µM]	2	-3%	20%
